From PubChem BioAssay
ROC1-CUL1 inh: blocks human RBX1-Cullin-1 di-ubiquitin formation; inhibition, % at 10 µM; AID 1347404; P62877+Q13616; in vitro K48 di-Ub FRET, acceptor:donor ratio, 45 min; 140,000 tested, 0.6% active; in the data active = inhibition above about 25%
Target sequence (P62877 whole entry, looked up): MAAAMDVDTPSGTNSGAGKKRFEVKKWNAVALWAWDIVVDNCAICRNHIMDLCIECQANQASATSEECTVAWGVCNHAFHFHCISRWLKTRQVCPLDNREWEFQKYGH
Target sequence (Q13616 whole entry, looked up): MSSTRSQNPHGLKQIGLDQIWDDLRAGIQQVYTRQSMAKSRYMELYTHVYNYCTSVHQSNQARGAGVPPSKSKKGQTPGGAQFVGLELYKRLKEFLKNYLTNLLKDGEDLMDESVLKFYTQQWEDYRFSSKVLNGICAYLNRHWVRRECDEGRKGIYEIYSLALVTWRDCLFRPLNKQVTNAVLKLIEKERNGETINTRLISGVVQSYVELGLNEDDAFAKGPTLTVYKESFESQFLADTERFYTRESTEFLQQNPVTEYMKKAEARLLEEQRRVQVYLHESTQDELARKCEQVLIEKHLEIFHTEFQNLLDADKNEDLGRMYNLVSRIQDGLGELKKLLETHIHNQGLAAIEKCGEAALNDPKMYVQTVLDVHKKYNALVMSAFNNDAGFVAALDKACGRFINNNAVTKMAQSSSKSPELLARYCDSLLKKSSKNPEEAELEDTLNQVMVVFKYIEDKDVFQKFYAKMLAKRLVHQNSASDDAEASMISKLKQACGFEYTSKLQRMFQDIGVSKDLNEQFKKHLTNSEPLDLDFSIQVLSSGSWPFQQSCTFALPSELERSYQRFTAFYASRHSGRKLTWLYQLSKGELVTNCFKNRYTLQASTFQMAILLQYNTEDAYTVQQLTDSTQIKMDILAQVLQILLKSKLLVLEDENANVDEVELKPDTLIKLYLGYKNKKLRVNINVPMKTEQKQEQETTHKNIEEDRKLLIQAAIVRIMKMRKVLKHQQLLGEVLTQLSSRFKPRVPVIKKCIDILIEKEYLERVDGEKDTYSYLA
An asterisk follows results filed as active.

SMILES	ROC1-CUL1 inh
NC(=O)C1N=NNC1=Nc1ccccc1 (stereo not given)	2
COc1ccc(CCNC(=O)CSc2cn(CCNC(=O)c3cccc(C(F)(F)F)c3)c3ccccc23)cc1OC	13
Cc1c(NS(C)(=O)=O)cccc1C(N)=O	4
O=C1N(C2Cc3ccccc3C2)C[C@@H]2C[C@@H](c3cccc(OCCO)c3)N3CCC[C@@]123	6
CC1CN(c2ccccc2)CCN1C(=O)CC1(c2ccccc2F)CC(=O)N(CCN(C)C)C1=O (stereo not given)	3
Cc1ccc(-c2nc(S(=O)(=O)c3ccc(C)cc3)c(N3CCCCCC3)o2)cc1	7
CCOC(=O)N1CCN(CC(O)COCC2COc3ccccc3O2)CC1 (stereo not given)	3
COCCCn1c(O)c(C=C2C=Nc3ccc(Br)cc32)sc1=O	11
CCOC(=O)N1CCc2c(sc(NCc3sccc3C)c2C(=O)Nc2ccccc2OCC)C1	7
O=C1OC(c2cccs2)=N/C1=C\c1ccc(Br)s1	-1

Part of the list above in another layout:
Structure | ROC1-CUL1 inh
O=C1N(C2Cc3ccccc3C2)C[C@@H]2C[C@@H](c3cccc(OCCO)c3)N3CCC[C@@]123 | 6
CC1CN(c2ccccc2)CCN1C(=O)CC1(c2ccccc2F)CC(=O)N(CCN(C)C)C1=O (stereo not given) | 3
Cc1ccc(-c2nc(S(=O)(=O)c3ccc(C)cc3)c(N3CCCCCC3)o2)cc1 | 7
CCOC(=O)N1CCN(CC(O)COCC2COc3ccccc3O2)CC1 (stereo not given) | 3

The list continues:
SMILES	ROC1-CUL1 inh
Cc1ccc(NC(=S)NC(NC(=O)c2ccc(Cl)cc2Cl)C(Cl)(Cl)Cl)cc1C (stereo not given)	-2
CCCCS(=O)(=O)N1CCCC(C(=O)Nc2ccc(Cl)cc2)C1 (stereo not given)	12
O=C1NC(=Nc2ccccc2Cl)S/C1=C\c1ccc(-c2ccc(Cl)cc2)o1	-8
CCCc1nc(SCC2=Nc3c(ccc(C)c3C)C(=O)C2)n[nH]1	3
CCOC(=O)c1cc(-c2ccccc2)sc1NC(=O)c1ccc(OC)c(OC)c1	4
COc1ccccc1N1CCN(C(=O)c2cc3c(s2)-c2ccccc2OC3)CC1	0
Cc1cccc(/C=N/Nc2nnc3c4ccccc4n(C)c3n2)n1	1
O=C(Cc1cccs1)Nc1ccc(Cc2cccc(NC(=O)Cc3cccs3)c2C(=O)O)cc1C(=O)O	27*
COc1cc2c(cc1OC)Sc1ccccc1C(N1CCN(C)CC1)C2 (stereo not given)	-6
CCOC=Nc1c(C#N)c(CC#N)nn1-c1ccccc1	-4
COc1c(Cl)cc(S(=O)(=O)N2CCCC2)cc1Cl	6
O=C(NCc1cccc(Cl)c1)c1ccc(CS(=O)Cc2ccccc2Cl)o1 (stereo not given)	-3
Cn1c(=O)[nH]c2cc(-c3noc(-c4ccc(F)cc4)n3)ccc21	4
COC(=O)c1ccc(NC(=O)CCc2c(C)nc3c(c(C)nn3-c3ccc(C)cc3)c2C)cc1	0
Cc1cccc(C)c1NC(=O)C(C)C	-3
CC1(C)Cc2nc3sc4c(=O)[nH]cnc4c3cc2CS1	4
COc1ccccc1CCNC(=O)Cn1ccc2cc(S(=O)(=O)N3CCCCCC3)ccc21	-7
CCOc1ccc(NC(=O)Cn2c(=O)cc(C)c3c(C)nn(C)c32)cc1	4
COc1cccc(/C=C/c2onc(C)c2S(=O)(=O)N2CCC(C(=O)N3CCCCC3)CC2)c1	1
COCCN1C(=O)C(C(c2ccccc2)N2CCN(c3ccccc3)CC2)C(=O)C=C1C (stereo not given)	-1
COc1ccccc1OC/C=C/CN(C)C	-2
O=C(N/N=C/c1ccc(-c2ccc([N+](=O)[O-])cc2)o1)c1ccc(OCc2ccccc2)cc1	-11
N#CC1=C(c2cccs2)OC(=N)C(C#N)C1c1ccc(Cl)cc1Cl (stereo not given)	0
CC(C)c1ccc(CCC(=O)NC2CC2)cc1	-3
Cc1ncc2c(c1CNC(=O)Cc1ccsc1)CCN(C(=O)CCC(=O)c1ccc(F)cc1)C2	5
c1ccc(-c2c[nH]c3scc[n+]23)cc1	-3
Cc1ccc(CN2C(=O)c3ccccc3C2C(=O)NC2CCCCCC2)cc1 (stereo not given)	-4
COc1cc(/C=C2\C(=O)NN(c3ccccc3)C2=O)cc(Br)c1OCc1ccccc1C	94*
COC(=O)C1C(C)=Nc2c(c(=O)n(C)c(=O)n2C)C1c1cccc(Br)c1 (stereo not given)	4
O=S(=O)(c1ccc(-c2csc(Nc3cc(Cl)cc(Cl)c3)n2)cc1)N1CCCC1	-10
Cc1ccc(C(=O)NC(=S)Nc2cc(C)ccn2)cc1	-1
Cc1ccc(S(=O)(=O)NNC(=O)CCC(=O)Nc2ccccc2Cl)cc1	4
COCc1cc(C)nc(Cl)c1C#N	-7
O=C(C[n+]1ccccc1)c1ccc(NC(=O)c2ccccc2)cc1	3
O=C(Nc1ccc(F)cc1)c1oc2ccccc2c1NC(=O)C12CC3CC(CC(C3)C1)C2	2
COc1cc2c(cc1OC)C(C(C)c1ccc(CC(C)C)cc1)=NCC2 (stereo not given)	-4
CCCCC(=O)Nc1cc(C)ccc1C	-1
c1ccc(N2C3Sc4ncccc4C2Sc2ncccc23)cc1	0
O=C(c1coc(COc2ccccc2F)n1)N1CCc2ccccc2C1	7
NC(=O)c1cc(S(=O)(=O)NCC2CCC(C(=O)Nc3cccc(Cl)c3)CC2)cs1 (stereo not given)	-4

Reformatted: four of the compounds above.
> CCCc1nc(SCC2=Nc3c(ccc(C)c3C)C(=O)C2)n[nH]1
- ROC1-CUL1 inh: 3
> Cc1c(NS(C)(=O)=O)cccc1C(N)=O
- ROC1-CUL1 inh: 4
> COc1ccccc1N1CCN(C(=O)c2cc3c(s2)-c2ccccc2OC3)CC1
- ROC1-CUL1 inh: 0
> O=C(Cc1cccs1)Nc1ccc(Cc2cccc(NC(=O)Cc3cccs3)c2C(=O)O)cc1C(=O)O
- ROC1-CUL1 inh: 27*

(list continues)
SMILES	ROC1-CUL1 inh
COc1cc(CNCc2ccccc2F)ccc1OCC(O)CN1CCCC1 (stereo not given)	6
COc1ccc2c(c1)c(N1CCCC1=O)c(C(=O)Nc1ccc(OC)c(Cl)c1)n2C	-5
CC(C)CC(=O)Nc1ccc(Oc2ccc(Cl)cc2)cc1	8
CNc1ncccc1CN1CCC(Cn2cc(C(C)(C)C)nn2)CC1	7
Cc1cc(C=C2C(=O)c3ccccc3C2=O)ccc1N1CCCC1	11
O=C(COCc1cc(-c2cccs2)on1)Nc1cc(Cl)ccc1O	-8
CCOc1c(Br)cc(/C=c2/sc3n(c2=O)C(c2cccs2)C2=C(N=3)c3ccccc3CC2)cc1OC (stereo not given)	-2
S=c1[nH]c(=S)c2c3c(sc2[nH]1)CCC3	-13
CC(=O)Nc1ccc(-c2c[n+](C)cn2C)cc1	11
COc1cc([C@@H]2C[C@H]3CN(CCc4ccccc4)C(=O)[C@]34CCCN24)c(Cl)cc1O	9
O=C(Nc1nnc(C(F)(F)F)s1)c1ccc(Cl)cc1	12
COc1ccc(C(=O)Nc2cc3c(cc2Cl)OCCCO3)cc1	-8
COc1ccc(N2C(=O)N=C(C(=O)O)C2C)cc1 (stereo not given)	7
Brc1ccc(CNc2ccc(CNc3ncn[nH]3)cc2)cc1	-2
CCC1CCCCN1S(=O)(=O)c1ccc(NC(=O)c2nc(SC)ncc2Cl)cc1 (stereo not given)	1
CCOc1ccc2oc(=O)cc(CN3CCN(c4ccccc4OC)CC3)c2c1	-4
CCOC(=O)C(NC(=O)CC(C)C)(Nc1sc2c(c1C#N)CCCCC2)C(F)(F)F (stereo not given)	2
COc1cc(C(=O)N/N=C/c2ccc([N+](=O)[O-])o2)cc(OC)c1OC	-6
CCN1CCN(C2(C(=O)N(C)CCOC)Cc3ccccc3C2)CC1	3
CCOCCCn1c(=N)c(C(=O)N2CCCCC2)cc2c(=O)n3cccc(C)c3nc21	9
O=C1O[C@@H]2CN(Cc3ccncc3)C[C@@H]2N1CCc1ccc(F)cc1	10
CCCCOc1ccc(-c2cc(C(=O)NNC(=S)NCC)c3ccccc3n2)cc1	3
Cc1ccc(-c2nc3scc(CCNS(=O)(=O)c4ccc(C)c(C)c4)n3n2)cc1	-8
O=C(Nc1ccc(Br)cc1F)C1CC1	-4
Cc1ccccc1C(=O)Nc1sc2c(c1C(=O)N1CCN(C)CC1)CCC(C)C2 (stereo not given)	4
CN1CCN(C(=O)c2cc(=O)c3cc(Br)ccc3o2)CC1	6
CCNC(=O)c1ccc2oc(Cc3ccc(Cl)cc3)nc2c1	-3
COc1ccc2c(c1)c(CC(=O)Nc1ccc(C)cc1)c(C)n2C(=O)c1ccc(Cl)cc1	-1
O=C1CCCN1C(c1ccco1)N1CCCC1=O	-3
CN(C)CCCNc1cc2c(cc1F)c(=O)c(C(=O)O)cn2-c1ccccc1	1
COCCC(=O)N1CCC(Oc2ccc(C(=O)NCc3ccccc3OC)cc2)CC1	-1
Cc1ccc(CNC(=O)Cn2c3ncccc3c(=O)n2-c2ccc(C)cc2)cc1	-8
COc1ccc(-c2noc(CSc3nnc(-c4ccncc4)n3-c3ccccc3)n2)cc1	-7
CC(C)(C)C1CCc2oc3ccc(NS(=O)(=O)c4cc(Cl)ccc4Cl)cc3c2C1 (stereo not given)	3
CCN(CC)CCCN1C(=O)C(=O)C(C(=O)c2ccc(C)o2)C1c1ccc(F)cc1 (stereo not given)	2
O=C(CN1CCCCC1)Nc1nc(-c2ccc(C3CCCCC3)cc2)cs1	9
CC(Sc1ccccc1)C(=O)N/N=C/c1cc2c(cc1Br)OCO2 (stereo not given)	-1
CSc1nc2nc3c(c(-c4ccc(F)cc4)c2c(=O)[nH]1)C(=O)CC(C)(C)C3	1
O=C(O)CCC(=O)N1N=C(c2ccc(Br)cc2)CC1c1ccccc1F (stereo not given)	10
CN1C(=O)c2ccccc2Sc2ccc(NC(=O)N3CCN(c4ccccc4)CC3)cc21	-4
CC(=O)Nc1ccc(Nc2c(CCC(C)C)c(C)c(C#N)c3nc4ccccc4n23)cc1	1
O=C(NNC(=O)c1cccc2ccccc12)c1ccc(NC(=O)c2cccc3ccccc23)cc1	7
O=S(=O)(c1cnc(Cl)c(Br)c1)N1CCN(c2ncccn2)CC1	-4
Cc1ccc(CNC(=O)c2ccc(CS(=O)(=O)Cc3ccc(F)cc3)o2)cc1	-5
CN=C(N)c1nnc(N)n1-c1ccc(Cl)cc1	4
COc1ccc(S(=O)(=O)NCCc2sc(-c3cccnc3)nc2C)cc1OC	2
CCOC(=O)c1sc(NC(=O)CCN2CCCCCC2)c(C(=O)OCC)c1C	2
O=C(Oc1ccccc1C(=S)N1CCOCC1)c1ccc(Cl)cc1	5
Clc1ccc2nc(CC3CCCCC3)[nH]c2c1	7
Cc1ccc2c(c1)c1c(c(=O)n(-c3cccc(Cl)c3)c(=O)n1CC(=O)NCC1CCCO1)n2C (stereo not given)	-1

(list continues)
SMILES	ROC1-CUL1 inh
COc1ccccc1CNC(=O)CCc1c(C)c2cc3c(C)coc3cc2oc1=O	8
O=C(O)CN=C1CCc2ccccc2N1	-4
COc1ccc(OCC(=O)Nc2ccc(-c3nc4cc(Cl)ccc4o3)cc2)cc1	5
Cc1ccc2c(c1)-c1c(cnn1CC(=O)N1CCN(c3cccc(C(F)(F)F)c3)CC1)CO2	10
NCCc1nc2cccnc2n1-c1ccccc1	-11
COc1ccc(C(=O)NCc2cn3ccc(C)cc3n2)cc1	-2
O=C(COC(=O)C1CCC(N2C(=O)C3C4CCC(C4)C3C2=O)CC1)c1ccc(Cl)cc1Cl (stereo not given)	-3
O=C(c1ccc(C2CCCN2C(=O)c2ccn[nH]2)s1)N1CCCOCC1 (stereo not given)	5
CC(=O)c1ccc(NC(=O)Cn2nc(C(F)(F)F)c3c2CCC3)cc1	1
CCc1nnc(NC(=O)c2sc3nc4c(cc3c2N)CCCCC4)s1	10
CC1CCN(S(=O)(=O)c2ccc(NC(=O)C3CC3C)cc2)CC1 (stereo not given)	14
CC(C)(C)NCc1cc(Cl)ccc1OCc1ccccc1Cl	-4
COc1ccc2c(c1OC)C(=O)N(c1ccc3cn[nH]c3c1)C2=O	-7
CC1CC2(c3ccccc3)OC(Cc3ccccc3)=C(c3ccccc3)C(=O)N2c2ccccc2S1 (stereo not given)	1
O=C(CN1CCN(c2ccc(F)cc2)CC1)Nc1ccc(N2CCOCC2)cc1	9
Cc1ccc(OCCCCCc2c(C)n[nH]c2C)cc1	-1
CCCCOc1ccc(-c2nc3ccccc3c(C(=O)O)c2C)cc1	-7
Cc1ccc2c(c1)CN(CC(=O)N1CCCC(C)C1)CC(c1ccsc1)O2 (stereo not given)	-2
COC(=O)c1cc(NC(=O)Cn2ncc3c([nH]c4ccccc43)c2=O)cc(C(=O)OC)c1	0
O=C(CSc1nc2ccsc2c(=O)n1-c1ccc(Br)cc1)NCc1ccc(Cl)cc1	-2

6 structures out of the list, arranged by SMILES length, rising.
SMILES	ROC1-CUL1 inh
Clc1ccc2nc(CC3CCCCC3)[nH]c2c1	7
COc1cc2c(cc1OC)Sc1ccccc1C(N1CCN(C)CC1)C2 (stereo not given)	-6
COc1ccccc1CNC(=O)CCc1c(C)c2cc3c(C)coc3cc2oc1=O	8
COc1ccc2c(c1)c(N1CCCC1=O)c(C(=O)Nc1ccc(OC)c(Cl)c1)n2C	-5
O=C(NNC(=O)c1cccc2ccccc12)c1ccc(NC(=O)c2cccc3ccccc23)cc1	7
COc1cc([C@@H]2C[C@H]3CN(CCc4ccccc4)C(=O)[C@]34CCCN24)c(Cl)cc1O	9

Later entries:
SMILES	ROC1-CUL1 inh
CN(C)CCCC1(C)Oc2ccccc2Sc2ccccc21 (stereo not given)	3
Nn1c(SCc2ccccc2)nc2sc(-c3ccccc3)cc2c1=O	-1
Cc1cccc2[nH]c(SCC(=O)N3CCOCC3)nc12	-4
Cc1cccc(C)c1C(OCCN(C)CCN(C)C)c1c(C)cccc1C	8
CCn1nnnc1NCc1cccn1C	-3
Cc1[nH]c2ccccc2c1N=Nc1ccc(-c2ccccc2)cc1	4
COC(=O)c1ccccc1NC(=O)c1cc(CN2CCCC2)on1	0
Clc1cccc(CNCc2ccccc2)c1	-7
CCC(Cc1ccccc1)NC(=O)CCS(=O)(=O)c1cc2c(cc1Cl)NC(=O)CO2 (stereo not given)	-11
O=C(Nc1cccc(Cl)c1)N1Cc2ccccc2Oc2ncccc21	-5
CCOc1ccc(NC(=O)CN2CCN(CC(=O)Nc3ccccc3OCC)CC2)cc1	-8
O=C(Nc1ccc(C(=O)c2ccccc2)cc1)c1ccc(C(F)(F)F)cc1	6

Only part of the results is shown, so the mix of outcomes need not match the whole.
